# FAS TE block = inhibitors of human fatty acid synthase thioesterase domain. actives 0.67% (n = 360,000). inhibition, % at 15 µM. P49327. recombinant FAS-TE, OMFH fluorogenic substrate, fluorescence endpoint. AID 602261;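 active = compounds whose normalised, plate-corrected inhibition of enzyme fluorescence in the single-dose primary screen is 50% or more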;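 note: 0% = DMSO with enzyme and 100% = substrate without enzyme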
# MT1-MMP act inh = inhibitors of human MT1-MMP activation; P50281; HT1080 RFP-PRO-GFP cells, GFP/RFP ratio fluorescence, overnight; percent of plate control window, DMSO zero; GFP/RFP ratio change, % at 20 µM; actives 0.061% (n = 360,000); AID 651647;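 active = GFP/RFP ratio change of at least 30% with cell ATP level not reduced by more than half and red fluorescence within 50% of control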; note: strong numbers were not always called active
#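 Material: RFP-PRO-GFP reporter HT1080 cells. Dosing: single-point 20 µM compound, 1% DMSO. Controls: DMSO and RFP-L50D-GFP cell wells. Timing: cells overnight before dosing, compound overnight, 37 °C, 5% CO2. Measure: GFP/RFP fluorescence ratio.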
# SKN-1 block = C. elegans SKN-1 inhibition | C. elegans VP596 Pgst-4::GFP/RFP ratio, acrylamide-induced, 24 h | inhibition, % at 21.8 µM | actives 0.49% (n = 360,000) | AID 624304;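 active = interference check ratio from 0.5 to 1.5 plus GFP to RFP signal ratio inhibition reaching or exceeding a fixed threshold, cut at about 30% in these data, passing the limit was not always enough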; note: some compounds called inactive have numbers as strong as hits
# eLon inh = E. coli protease La inhibition; P0A9M0; purified E. coli Lon protease, fluorescence polarization; inhibition, % at 7.94 µM; actives 0.42% (n = 360,000); in the data active = inhibition above about 13%, passing the limit was not always enough;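 note: 0% = enzyme with probe and DMSO and 100% = no enzyme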
# Target sequence (P0A9M0 whole entry, looked up): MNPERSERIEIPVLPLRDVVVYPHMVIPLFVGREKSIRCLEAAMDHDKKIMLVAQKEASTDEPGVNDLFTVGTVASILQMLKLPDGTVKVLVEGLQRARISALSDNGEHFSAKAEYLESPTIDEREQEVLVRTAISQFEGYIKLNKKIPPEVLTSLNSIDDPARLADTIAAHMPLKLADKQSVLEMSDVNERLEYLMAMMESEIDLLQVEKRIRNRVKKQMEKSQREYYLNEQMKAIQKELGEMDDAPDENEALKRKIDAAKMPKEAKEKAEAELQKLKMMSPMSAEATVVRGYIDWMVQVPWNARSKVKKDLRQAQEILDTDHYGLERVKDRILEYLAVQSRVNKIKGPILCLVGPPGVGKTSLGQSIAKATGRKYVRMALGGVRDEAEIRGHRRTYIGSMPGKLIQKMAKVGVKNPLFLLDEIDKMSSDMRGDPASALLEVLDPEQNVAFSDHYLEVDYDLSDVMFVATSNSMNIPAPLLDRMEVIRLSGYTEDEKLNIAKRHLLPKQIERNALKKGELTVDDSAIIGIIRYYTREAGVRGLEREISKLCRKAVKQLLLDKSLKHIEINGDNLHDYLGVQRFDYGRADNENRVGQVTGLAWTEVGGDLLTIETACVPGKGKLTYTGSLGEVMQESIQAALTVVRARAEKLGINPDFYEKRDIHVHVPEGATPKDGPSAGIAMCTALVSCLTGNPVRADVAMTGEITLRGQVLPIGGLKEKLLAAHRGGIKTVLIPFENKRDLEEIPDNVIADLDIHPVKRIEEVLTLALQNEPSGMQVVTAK
# MsrA inh = inhibitors of bovine MsrA. purified bovine MsrA, absorbance read-out. inhibition, % at 15.5 µM. actives 0.75% (n = 360,000); in the data active = inhibition above about 4.5%;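 note: 0% = vehicle wells with enzyme and 100% = reference inhibitor wells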
# NRP1-CendR mod = alters CendR peptide binding to human NRP-1 | AID 602438 | FAM-RPARPAR peptide binding to NRP-1, fluorescence polarization | O14786 | inhibition, % at 25 µM | actives 0.85% (n = 360,000);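 active = inhibition or corrected inhibition above about 18%, plus a signal ratio from 0.5 to 1.5, limit read from the data, passing the limit was not always enough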; note: strong numbers were not always called active
# Tb MetRS inh = Trypanosoma brucei MetRS inhibition; purified T. brucei MetRS, ATP depletion, Kinase-Glo luminescence; inhibition, % at 11.9 µM; actives 0.4% (n = 360,000); AID 624268;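 active = inhibition above a per-plate cutoff of the control wells' mean inhibition plus 3 SD, cut at about 5.5% in these data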;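 note: 0% = DMSO wells median and 100% = median of wells with control inhibitor compound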
#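 Material: parasite MetRS enzyme / Replication: singlicate, one well per compound / Signal: luminescence of leftover ATP / Schedule: 2 h aminoacylation at 25 °C after 15 min preincubation / Medium: HEPES-MgCl2-KCl buffer plus DTT, spermine, BSA, pyrophosphatase / Doses: 11.9 µM single point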
# MsrA act = activates bovine MsrA enzyme. purified bovine MsrA, absorbance read-out. activation, % at 10.6 µM. actives 0.3% (n = 360,000); in the data active = activation above about 7.5%;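 note: 0% = vehicle and 100% = reference activator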
# PABP1 MLLE inh = blocks PAM2 peptide binding to the PABP1 MLLE domain. P11940. GST-MLLE / FITC-PAM2 fluorescence polarization. inhibition, % at 20 µM. actives 0.36% (n = 360,000); in the data active = inhibition above about 35%, passing the limit was not always enough;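 note: plate controls were DMSO wells with GST-MLLE for no effect and wells lacking GST-MLLE protein for full effect; some results filed as inactive read as strong as hits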
# The depositor's hits bear a star; / = not tested or not shown.
# The line under a structure holds: Tb MetRS inh	PABP1 MLLE inh	eLon inh	SKN-1 block	MT1-MMP act inh	MsrA act	NRP1-CendR mod	FAS TE block	MsrA inh
N#Cc1ccc2[nH]cc(C3c4cc(F)ccc4C=C(c4ccsc4)N3c3ccc(C#CCCO)cc3)c2c1 (stereo not given)
 : -0.7	/	2	-23	-13	-9	-29	5	2.1
CCCCn1c(=O)[nH]c(=O)c2c1nc(-c1ccc(C(F)(F)F)cc1)n2C
 : -0.4	10	-2	-4	3	-1	0	2	-0.3
COc1ccccc1CNc1nc(Nc2ccccc2OC)c2sccc2n1
 : 0.3	-12	-16	-10	6	-3	-9	7	/
C[N+](C)(C)CCNC(=O)c1ccccc1
 : 0.1	/	-6	-7	2	-2	1	-11	-0.2
CC(=O)OCC1=C(C(=O)O)N2C(=O)C(NC(=O)CCn3nc(C(F)(F)F)c(Br)c3C3CC3)C2SC1 (stereo not given)
 : -0.1	37	-1	1	-5	-4	-2	-2	-0.4
Cc1cccc(-c2nsc(SCC(=O)NCc3ccc4c(c3)OCO4)n2)c1
 : 0.4	-19	-10	9	0	0	8	3	-0.1
CC(Sc1nc2ccccc2[nH]1)C(=O)Nc1ccccc1F (stereo not given)
 : -0.3	-13	-4	-1	2	-3	13	-1	1.2
O=C(NCc1ccccc1F)c1cccs1
 : -0.3	6	-4	-2	3	-3	-13	-7	-1.8
COc1ccc(-c2nc3c4ccccc4ccn3c2C=O)cc1
 : -0.8	-13	-3	-9	0	-1	6	-2	-0.9
Cc1nnc(SCC(=O)Nc2ccc3c(c2)COC3=O)n1-c1ccccc1
 : -1.6	-12	1	11	1	0	-12	2	0.1
CC1=C(C(=O)OC(C)C)C(c2cccs2)NC(=O)N1 (stereo not given)
 : 0.2	-3	-6	25	5	-1	4	-1	0.4
Cc1ccc(NC(=O)N2CCC(O)(c3ccc(Cl)cc3)CC2)cc1
 : -0.2	-6	14	13	0	-1	6	0	-0.2
O=C(CNS(=O)(=O)c1ccc(Cl)c(C(F)(F)F)c1)NC1CCCCC1
 : -0.2	-5	7	-11	2	-5	4	7	0.0
Cc1cn2c(=O)c(C(=O)NCc3ccc4c(c3)OCO4)cnc2s1
 : -0.1	6	8	3	0	-1	6	2	-0.9
CC1CCCCC1NC(=O)c1cc(=O)[nH]c2ccccc12 (stereo not given)
 : -0.4	-18	0	-8	2	-4	-11	-3	0.1
CCc1ccc(OCC(=O)N/N=C/c2cc([N+](=O)[O-])ccc2N2CCOCC2)cc1
 : -0.6	-7	2	8	3	-5	-6	73*	0.5
COC(=O)c1ccc(CO/N=C/c2cccc([N+](=O)[O-])c2)cc1
 : -0.3	19	-3	-3	1	-2	10	7	0.5
O=C(Nc1sc2c(c1C(=O)NCCO)CCCC2)c1ccco1
 : -0.5	-1	-14	-10	3	-4	2	-3	0.4
CC(C(=O)Nc1ccc(Cl)cc1)N1C(=O)NC2(CCCC2)C1=O (stereo not given)
 : 1.3	-42	-8	13	-1	-3	-7	-1	0.3
O=C(NNS(=O)(=O)c1ccc(F)cc1)c1ccc2c(c1)OCO2
 : -0.1	-6	7	-10	/	-3	2	-3	-1.3

# Sorted by SMILES length (falling): part of the list above
# The line under a structure holds: Tb MetRS inh	PABP1 MLLE inh	eLon inh	SKN-1 block	MT1-MMP act inh	MsrA act	NRP1-CendR mod	FAS TE block	MsrA inh
CC(=O)OCC1=C(C(=O)O)N2C(=O)C(NC(=O)CCn3nc(C(F)(F)F)c(Br)c3C3CC3)C2SC1 (stereo not given)
 : -0.1	37	-1	1	-5	-4	-2	-2	-0.4
Cc1nnc(SCC(=O)Nc2ccc3c(c2)COC3=O)n1-c1ccccc1
 : -1.6	-12	1	11	1	0	-12	2	0.1
COc1ccc(-c2nc3c4ccccc4ccn3c2C=O)cc1
 : -0.8	-13	-3	-9	0	-1	6	-2	-0.9

# New compounds follow
# The line under a structure holds: Tb MetRS inh	PABP1 MLLE inh	eLon inh	SKN-1 block	MT1-MMP act inh	MsrA act	NRP1-CendR mod	FAS TE block	MsrA inh
C=CCC[C@H](CCCCC)OC(=O)/C=C/[C@@H](O)[C@H](O)C[C@@H](O)CC=C
 : -0.9	/	6	3	11	5	1	-3	-1.0
OC1(c2ccc(Cl)c(Cl)c2)C[n+]2ccccc2N1Cc1ccccc1 (stereo not given)
 : 1.9	2	1	-5	-8	-2	18	7	0.6
COc1ccc(N2CCN(C(=O)c3ccc(N4C(=O)NC5CC4(C)Oc4ccccc45)cc3)CC2)cc1 (stereo not given)
 : 0.0	-2	6	7	-2	-2	-2	-6	-0.7
O=C(Cn1nnc2ccccc2c1=O)Nc1ccc2c(c1)CCC2
 : -1.4	-5	-1	-12	2	-8	17	-2	-0.6
Cc1cc(C)c(C(=O)COC(=O)c2cccnc2Cl)c(C)c1
 : -0.6	0	-7	2	0	-8	4	12	-1.1
CS(=O)(=O)N(CCC#N)Cc1ccc(C=O)o1
 : 0.0	-5	-4	3	0	-2	14	-7	-1.3
CCCN(C(=O)c1nc2nccc(C)n2n1)c1c(N)n(Cc2ccccc2)c(=O)[nH]c1=O
 : -0.3	-10	10	13	0	-3	-149	-8	0.5
COc1ccc(CNC(=O)Cn2nc(Cc3cccnc3)c3ccccc3c2=O)cc1
 : -0.1	-12	-6	-9	1	-3	-6	-3	0.9
O=C(NCc1cccs1)c1csc(COCCO)n1
 : 0.0	10	-13	10	-2	-2	2	-5	0.6
CCOC(=O)C1(CCc2ccccc2)CCN(C(=O)C(C)n2cncn2)CC1 (stereo not given)
 : 0.3	3	5	-14	-3	-2	0	-2	-0.6
CCOC(=O)C1CCN(C(=O)c2sc3ncn(CC(=O)N4CCCCC4)c(=O)c3c2C)CC1
 : -0.3	-8	-9	7	0	-2	21	-5	0.5
COc1ccc(NC(=O)c2cc(C3CCCCN3C(=O)OCc3ccccc3)on2)c(C)c1 (stereo not given)
 : -0.3	1	-9	9	-6	0	6	19	0.7
COc1ccc(-c2c(C)nn3c(N4CCC(C(=O)N5CCCCC5)CC4)cc(C)nc23)cc1OC
 : 0.0	17	0	-3	-1	-6	-10	-13	-1.2
Cc1nn(-c2ccccc2)c(C)c1C1C(C#N)=C(N)Oc2n[nH]c(C)c21 (stereo not given)
 : -1.4	-6	0	-12	4	4	3	-4	1.3
Cc1ccc(Cn2cc(CN3CC(N4CCN(C)CC4)CS3(=O)=O)nn2)cc1 (stereo not given)
 : 0.0	/	-3	-18	5	-3	7	-14	-1.0
Cc1nnc(NC(=O)CC(C)c2ccccc2)s1 (stereo not given)
 : -0.2	-10	-4	11	-8	-1	9	-4	1.5
COc1ccc(CCNC(=S)c2ccccc2)cc1OC
 : -1.8	1	-1	1	-5	-2	7	0	0.8
N#CCCN(NC(=O)OCc1ccccc1)C(=O)OCc1ccccc1
 : -0.3	-4	-6	19	-2	0	-7	-2	0.6
Cc1ccc(OCCCC(=O)N2CCOCC2)c(C)c1
 : -0.6	11	-6	6	-2	-5	-16	-2	-1.0
CC(=O)NC1=NC(=O)CS1
 : 0.0	33	2	12	-1	0	0	-11	1.9
Cc1nc(N2CCNCC2)c2c3c(sc2n1)CCCC3
 : -0.7	0	3	-3	-2	-11	-4	-6	/
CCc1ccc(CN(C)Cc2c(C(=O)N3CCOCC3)nc3c(C)cccn23)nc1
 : -0.2	3	-2	10	4	-4	-2	-6	-0.3
COc1cccc(-c2nc(NCCN3CCOCC3)c3ccccc3n2)c1O
 : -0.1	6	-5	23	18	0	-9	2	0.4
COc1ccc(C2/C=C\CN(C(=O)C3CC3)CC(=O)N2Cc2ccc(F)cc2)cc1 (stereo not given)
 : -0.3	1	0	3	-2	-4	-1	0	-1.4
Cc1ccc(NC(=S)NN(C)c2nc(C)cnc2C)cc1
 : -0.2	23	3	-10	-2	0	2	-10	-0.2
Cc1ccc(C)c(Cc2c(C)nc3c(C(=O)N4CCOCC4)cnn3c2C)c1
 : 0.3	-6	-5	0	-1	0	-18	-6	-0.8
CN1C(=O)[C@H]2[C@@H](/C=C/c3ccccc3)N3C(=O)CN(Cc4ccc(-c5ccccc5)cc4)C(=O)[C@@]3(Cc3ccccc3)[C@H]2C1=O
 : -0.1	4	5	-8	3	-2	1	20	-0.3
CC(C)N(C)c1ncnc2c1ncn2[C@H]1CN(Cc2ccc3c(c2)OCO3)C[C@@H](CO)O1
 : -0.3	-10	-12	1	-1	-1	-7	-10	-1.3
Cn1cnc([N+](=O)[O-])c1Sc1ncnc2nc[nH]c12
 : -0.4	5	5	-3	14	-3	-3	-4	3.4
CCOC(=O)C(CN1CCCC1)c1ccccc1 (stereo not given)
 : -0.3	5	6	17	-1	-3	4	-11	-0.2
COc1ccc(OC)c(C2C(C(=O)Nc3nc4ccccc4s3)=C(C)NC3=C2C(=O)CCC3)c1 (stereo not given)
 : -1.3	8	1	23	-9	-3	-3	26	0.3
CS(=O)(=O)Nc1ccc(C2=NN(C(=O)c3ccco3)C(c3ccc(F)cc3)C2)cc1 (stereo not given)
 : -0.3	4	-7	5	-1	-9	-3	1	3.7
CC1Cn2c(nnc2-c2ccccc2O)S1 (stereo not given)
 : -0.1	-1	2	-11	1	-7	7	-8	-0.4
O=C(CN1CCOCC1)Nc1c(C(=O)C2CC2)oc2ccccc12
 : -1.0	-1	-2	0	3	-13	9	-6	1.3
COC(=O)CC1COc2ccccc2N1C(=O)c1cc(OC)c(OC)c(OC)c1 (stereo not given)
 : -2.1	0	-4	0	2	-11	-8	-4	0.6
CCOc1cccc2c1OC1(C)CC2NC(=O)N1c1cccc(F)c1 (stereo not given)
 : -0.8	10	-9	-2	-1	3	2	5	-1.1
COc1cccc(/C=N/N=C(\N)c2nonc2N)c1O
 : -0.4	-3	-8	1	11	-3	0	-4	1.8
COc1nccnc1NS(=O)(=O)c1ccc(NC(=S)NC(=O)c2cccnc2)cc1
 : 0.1	30	-1	-2	0	-5	8	-5	1.0
CCCC1CC(C(=O)NC(C(C)Cl)C2OC(SC)C(O)C(O)C2O)N(C)C1 (stereo not given)
 : -0.5	5	-5	-15	-3	-1	6	-2	2.7
CCn1nnnc1NCc1ccc(SC)cc1
 : -0.3	-7	2	-1	-6	-3	5	-5	-1.0
Cc1cc(C(=O)OCC(=O)NC(C)C)c2ccccc2n1
 : 0.4	15	3	2	-4	1	-5	-6	-0.1
Cc1cc(C(=O)NNC(=O)c2ccccc2[N+](=O)[O-])c(C)o1
 : -0.4	0	-2	-16	-2	-4	-7	-9	-0.8
CC(NC(=O)Cc1ccc(S(=O)(=O)N2CCCCC2)cc1)c1ccccc1 (stereo not given)
 : 0.1	-6	-6	15	-4	1	0	-6	-0.8
CCc1c(C)nc2cc(-c3ccc(OC)c(OC)c3)nn2c1N1CCC(C)CC1
 : -0.1	0	0	8	13	2	6	17	0.0
CC(=O)Oc1oc(-c2ccccc2)nc1C=Nc1ccc(N(C)C)cc1
 : 0.3	-21	-10	-14	1	-2	0	-1	1.2
Cc1cc(C)n(-c2nc3c(c(=O)[nH]c(=O)n3C)n2C)n1
 : -2.9	0	-3	-14	2	-11	23	-10	0.0
CC(C)C(=O)Nc1ccc(NC(=O)c2ccccn2)cn1
 : -3.8	7	-6	-16	10	-11	3	-17	-0.3
CCOC(=O)C1(C)CCCN(C(=O)c2cc(F)cc(F)c2)C1 (stereo not given)
 : -0.1	8	-6	-12	0	-2	-6	-7	-2.1
Cc1ccc(C(=O)Nc2cccc(S(=O)(=O)N3CCCC3)c2)o1
 : -0.4	7	-2	0	5	-3	-4	5	0.2
